RmlCD inh 1536: M. tuberculosis RmlC/RmlD coupled enzyme inhibitors, primary screen, biochemical, compound mixtures, 384-well, from 1536-well plates | dTDP-4-dehydrorhamnose reductase (Mycobacterium tuberculosis (strain ATCC 25618 / H37Rv)) … | RmlC+RmlD coupled enzyme assay, percent inhibition; primary screen in compound mixtures | inhibition, % at 3.6 µM | hit rate 0.03% among 160,000; in the data active = inhibition mostly above about 34%, no sharp cut-off; inconclusive = no clear call, values can overlap the other calls; inactive = mostly below about 22%; note: some results filed as inactive read as strong as hits
Target sequence (P9WH09 whole entry, looked up): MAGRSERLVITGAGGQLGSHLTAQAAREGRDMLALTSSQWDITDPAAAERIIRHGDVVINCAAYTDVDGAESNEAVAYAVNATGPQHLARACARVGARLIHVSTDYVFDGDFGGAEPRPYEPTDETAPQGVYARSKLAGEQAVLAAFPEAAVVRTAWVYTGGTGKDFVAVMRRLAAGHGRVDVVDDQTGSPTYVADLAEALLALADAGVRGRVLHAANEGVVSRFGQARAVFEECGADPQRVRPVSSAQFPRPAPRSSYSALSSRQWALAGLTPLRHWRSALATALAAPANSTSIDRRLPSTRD
Target sequence (P9WH11 whole entry, looked up): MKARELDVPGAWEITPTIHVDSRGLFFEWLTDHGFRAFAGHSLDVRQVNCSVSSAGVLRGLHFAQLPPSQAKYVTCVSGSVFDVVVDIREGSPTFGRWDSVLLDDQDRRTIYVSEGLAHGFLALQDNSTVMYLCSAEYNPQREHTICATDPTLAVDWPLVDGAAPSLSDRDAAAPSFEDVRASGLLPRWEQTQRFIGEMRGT
GlmU inhibition: inhibition of mycobacterial GlmU enzyme – biochemical, glucosamine-1-phosphate acetyltransferase (AID 1376); Bifunctional protein GlmU (Mycobacterium tuberculosis (strain ATCC 25618 / H37Rv)); M. tuberculosis GlmU acetyltransferase enzyme assay; higher % means a stronger effect; one-dose inhibition, %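 (tested at 30 µM in the primary screen)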; IC50 in µM for titrated hits; hit rate 0.25% among 220,000; in the data active = inhibition above about 13%; inconclusive = no clear call, values can overlap the other calls;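 note: 0% = complete reaction with vehicle and 100% = reaction without substrate; strong numbers were not always called active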
* hit, by the source's call; & = joins results of further samples. Only part of the results is shown; the hit share may differ from the screen's.

For CCOC(=O)C1=C(C)N(CC(C)C)C(=O)C1 the results were RmlCD inh 1536 -4.5 and GlmU inhibition 5.6%.
`CCOC(=O)C1=C(CN2CCCCC2)NC(=O)NC1c1cc(C)ccc1C` (centres undefined) gave RmlCD inh 1536 -1.8 and GlmU inhibition 1.9%.
Screening Cc1cc(N=Cc2c(O)n(-c3ccc4c(c3)OCO4)c(=O)c3ccccc23)ccn1 returned RmlCD inh 1536 2.0 and GlmU inhibition 3.0%.
CCOC(=O)CSc1nc2sc(C)c(C)c2c(=O)n1C was read as GlmU inhibition 3.5%.
Screening COc1cc(C2N(c3ccccc3)CCN2c2ccccc2)ccc1OC(C)=O returned RmlCD inh 1536 6.7 and GlmU inhibition 0.7%.
Screening CC1CCN(C2CC(=O)N(c3ccc(Br)cc3Br)C2=O)CC1 (centres undefined) returned RmlCD inh 1536 29.1 and GlmU inhibition -1.9%&-1.1%.
`O=C(CN1C(=O)CCC1=O)NC(=O)NC1CCCC1` gave RmlCD inh 1536 9.7.
O=c1c2ccccc2c2ccccc2c(=O)n1Cc1ccco1 was read as GlmU inhibition 2.0%.
For O=C(NCCO)C1(c2ccccc2)CCCC1 the results were RmlCD inh 1536 -3.3 and GlmU inhibition 0.4%.
Screening O=C(Nc1cccc(-c2nc3ccccc3s2)c1)C1=COCCO1 returned RmlCD inh 1536 6.3 and GlmU inhibition 9.5%.
For COc1cc(/C=N\Nc2ccc([N+](=O)[O-])cn2)ccc1OCC(=O)O the results were RmlCD inh 1536 -5.1 and GlmU inhibition 1.8%.
`Cc1ccc(O)c([C@H](CCN(C(C)C)C(C)C)c2ccccc2)c1` gave GlmU inhibition -4.6%.
For COc1ccc(N(CC(=O)NCc2ccco2)S(=O)(=O)c2c(C)nn(C)c2C)cc1 the results were RmlCD inh 1536 -7.9 and GlmU inhibition -2.0%.
`COCC(=O)Nc1nnc(Cc2ccc(OC)cc2)s1` gave GlmU inhibition 0.8%.
c1cncc(CNc2ncnc3sc4c(c23)CCCC4)c1 was read as RmlCD inh 1536 -10.0 and GlmU inhibition 0.6%.
Screening O=C(CN1C(=O)c2cccc3cccc1c23)N1CCN(c2ccc(F)cc2)CC1 returned RmlCD inh 1536 7.2 and GlmU inhibition 0.7%.
CCOC(=O)c1c(C)[nH]c(C(=O)C(C)Sc2ccc(Cl)cc2)c1C (centres undefined) was read as RmlCD inh 1536 10.7 and GlmU inhibition 1.8%.
For CN(CCCNC(=O)C1CCN(S(=O)(=O)N2CCC3(CC2)OCCO3)CC1)Cc1ccccc1 the results were RmlCD inh 1536 -6.2 and GlmU inhibition -4.6%.
For C=C(C)C1CCC(C)=C1CC(C)(C)/C=N\n1cnnc1 (centres undefined) the results were RmlCD inh 1536 -0.9 and GlmU inhibition -5.3%.
`O=C(CN1CCOCCOCCOCCOCC1)Nc1ccccc1` gave GlmU inhibition -2.9%.
CCc1ccc[n+](-c2nc3ccccc3nc2C(=C=[N-])C#N)c1 was read as GlmU inhibition 2.2%.
CCN1CCCC1CNC(=O)C1c2ccccc2C(=O)N(CCOC)C1c1ccc(F)cc1 (centres undefined) was read as RmlCD inh 1536 10.7 and GlmU inhibition -1.6%.
`CC(C)NCC(O)COC1C2CC3CC(C2)CC1C3` (centres undefined) gave GlmU inhibition 9.4%.
COCCn1nnnc1C(c1cc2cc(OC)ccc2[nH]c1=O)N1CCC(Cc2ccccc2)CC1 (centres undefined) was read as RmlCD inh 1536 7.9 and GlmU inhibition 3.4%.
For O=C(c1ccco1)N1CCN(c2ncnc3c2[nH]c2ccccc23)CC1 the results were RmlCD inh 1536 inconclusive.
COc1cccc(N=CC=C2OC(C)(C)C(C)(C)O2)c1 was read as RmlCD inh 1536 -6.0 and GlmU inhibition -2.3%.
O=C(Nc1sc2c(c1C(=O)c1ccccc1)CCCC2)c1cccnc1 was read as RmlCD inh 1536 3.0 and GlmU inhibition 4.7%.
Screening COC(=O)Nc1cccn(Cc2c(Cl)cccc2Cl)c1=O returned RmlCD inh 1536 34.6 and GlmU inhibition 1.4%.
Screening O=C(N/N=C/c1cccnc1)c1[nH]ncc1Br returned RmlCD inh 1536 -10.5 and GlmU inhibition 5.8%.
Screening Cc1nnc(SCCCN2C(=O)c3ccccc3C2=O)o1 returned RmlCD inh 1536 -11.7 and GlmU inhibition -0.7%.
For COc1ccc(/C=N/N(Cc2ccccc2)c2ccccc2)cc1O the results were RmlCD inh 1536 -3.5 and GlmU inhibition 6.7%.
For FC(F)(F)c1cc(N2CCOCC2)nc(-c2ccccc2)n1 the results were RmlCD inh 1536 11.4 and GlmU inhibition -2.3%.
For NC(=S)N/N=C/c1coc2ccc(O)cc2c1=O the results were GlmU inhibition -7.5%.
`Nc1ccc(O)c2c(=O)cc(-c3ccccc3Cl)oc12` gave GlmU inhibition 1.2%.
Screening CCC(C)c1nc2c(c(N3CCC3=O)c1-c1ccccc1)CCCC2 (centres undefined) returned GlmU inhibition 3.0%.
O=C(Nc1ccc2oc(-c3ccccc3)nc2c1)c1cc(-n2cnnc2)ccc1Cl was read as RmlCD inh 1536 6.8 and GlmU inhibition -5.0%.
For COC(=O)C1=NN[C@H](C(=O)OC(C)(C)C)[C@H]1c1ccccc1 the results were GlmU inhibition 0.0%.
`S=c1[nH]nc(-c2ccco2)n1/N=C/c1ccc(Cl)cc1` gave RmlCD inh 1536 -4.5 and GlmU inhibition -1.3%.
For CCN(C(=O)CSc1nnc(Nc2ccccc2)s1)C1CCS(=O)(=O)C1 (centres undefined) the results were RmlCD inh 1536 6.4 and GlmU inhibition -8.0%.
`O=C(c1c(F)cccc1F)N1CCCC1` gave GlmU inhibition -4.8%.
`COc1ccc(C(CC(=O)O)NC(=O)COc2cc(C)ccc2C)cc1OC` (centres undefined) gave RmlCD inh 1536 3.7 and GlmU inhibition -2.7%.
Screening Cc1c(-c2ccccc2)sc(Br)c1C(=O)N1CCOCC1 returned GlmU inhibition -8.0%.
`O=S(=O)(Nc1nc2ccccc2nc1NCc1ccco1)c1cccs1` gave RmlCD inh 1536 58.6 and GlmU inhibition 6.1%.
`N#Cc1ccccc1/C=N/Nc1nc(-c2ccccc2)c2cc(Br)ccc2n1` gave RmlCD inh 1536 -2.9 and GlmU inhibition -5.3%.
For Cc1ccc(S(=O)(=O)N2CCC(NC(=O)c3ccccc3)CC2)cc1 the results were RmlCD inh 1536 -0.3 and GlmU inhibition 0.3%.
`O=C(N/C(=C/c1cccs1)C(=O)N1CCOCC1)c1ccccc1` gave RmlCD inh 1536 3.4 and GlmU inhibition -2.3%.
For CC(=O)c1cccc(NC(=O)c2cc(-c3ccc(F)cc3)on2)c1 the results were RmlCD inh 1536 4.2 and GlmU inhibition 1.5%.
CC(=O)N/N=C(\N)c1nonc1N was read as RmlCD inh 1536 4.9 and GlmU inhibition 5.2%.
`COc1ccccc1-n1nc(C)c(-c2ccccc2)c1N` gave RmlCD inh 1536 2.8 and GlmU inhibition -1.4%.
For CC(C)(C)NC(=O)COC(=O)c1cc(F)c(F)cc1Cl the results were GlmU inhibition 3.6%.
Brc1cccc(/C=N\n2cnnc2)c1 was read as GlmU inhibition -3.1%.
`Cc1cc(=O)[nH]c(N2CCCC2)n1` gave GlmU inhibition 0.0%.
Screening Cc1ccc(Oc2ccc(Cl)cc2NC(=O)c2ccc(F)cc2F)cc1 returned RmlCD inh 1536 5.6 and GlmU inhibition 0.7%.
`Cc1nnc(NC(=O)CSc2nc3ccccc3o2)s1` gave GlmU inhibition 1.1%.
Screening COc1cccc(NC(=O)C(OC(=O)c2ccc([N+](=O)[O-])o2)c2ccccc2)c1 (centres undefined) returned RmlCD inh 1536 3.6 and GlmU inhibition 0.9%.
For C=CCNC(=S)Nc1ccc(OC(=O)Nc2ccc(Cl)c(Cl)c2)cc1 the results were GlmU inhibition -5.7%.
`CCOC(=O)C1CCC2(CC1)C(C#N)=C(N)Oc1n[nH]c(C)c12` (centres undefined) gave GlmU inhibition 6.6%.
For CCOc1ccc(CN2CCN(Cc3cccc4nonc34)CC2CCO)cc1 (centres undefined) the results were RmlCD inh 1536 -6.3 and GlmU inhibition -1.6%.
Screening COc1ccc(CN(C)C(=O)COC(=O)c2c(-c3ccccc3Cl)noc2C)cc1 returned GlmU inhibition -4.2%.
For CC(C)(C)c1ccc2c(c1)C(=O)c1ccccc1C2=O the results were RmlCD inh 1536 -5.3 and GlmU inhibition 2.6%.

An excerpt of the results above:
Screening COc1cccc(NC(=O)C(OC(=O)c2ccc([N+](=O)[O-])o2)c2ccccc2)c1 (centres undefined) returned RmlCD inh 1536 3.6 and GlmU inhibition 0.9%.
For C=CCNC(=S)Nc1ccc(OC(=O)Nc2ccc(Cl)c(Cl)c2)cc1 the results were GlmU inhibition -5.7%.
`CCOC(=O)C1CCC2(CC1)C(C#N)=C(N)Oc1n[nH]c(C)c12` (centres undefined) gave GlmU inhibition 6.6%.
For CCOc1ccc(CN2CCN(Cc3cccc4nonc34)CC2CCO)cc1 (centres undefined) the results were RmlCD inh 1536 -6.3 and GlmU inhibition -1.6%.

Other records follow:
For NC(=O)CSP(=O)(c1ccccc1)c1ccccc1 the results were RmlCD inh 1536 8.2 and GlmU inhibition 2.8%.
For Cc1cc(-c2nc3ncccc3o2)ccc1NC(=O)CC(C)C the results were GlmU inhibition 6.2%.
CCOc1ccc(C(=O)NC2CCN(C(=S)Nc3ccccc3C)CC2)cc1 was read as GlmU inhibition 2.1%.
`Cc1ccccc1N1C(=O)CC(c2c[nH]c3ccccc23)C1=O` (centres undefined) gave RmlCD inh 1536 -6.2 and GlmU inhibition -7.6%.
`CC(=O)Nc1cccc(NC(=O)Nc2cccc(Cl)c2C)c1` gave RmlCD inh 1536 -12.1 and GlmU inhibition -1.8%.
O=C(O)CCn1nnc2ccccc21 was read as RmlCD inh 1536 29.8 and GlmU inhibition 0.2%.
`Cc1cc(=O)[nH]n(CCO)c1=O` gave GlmU inhibition -5.3%.
Screening O=C1CCC(C(=O)OCc2cc(Cl)ccc2OC(F)F)N1 (centres undefined) returned GlmU inhibition -1.3%.
For Cc1ccccc1CSc1nnc(NC(=O)Cc2cccs2)s1 the results were RmlCD inh 1536 -7.9 and GlmU inhibition 2.2%.
`CCC(=O)N1CCN(c2ccc(NC(=O)c3ccccc3)cc2)CC1` gave GlmU inhibition 1.3%.

Arranged by formula weight (largest number first): some entries from above
`CCC(=O)N1CCN(c2ccc(NC(=O)c3ccccc3)cc2)CC1` gave GlmU inhibition 1.3%.
Screening O=C1CCC(C(=O)OCc2cc(Cl)ccc2OC(F)F)N1 (centres undefined) returned GlmU inhibition -1.3%.
For Cc1cc(-c2nc3ncccc3o2)ccc1NC(=O)CC(C)C the results were GlmU inhibition 6.2%.
For NC(=O)CSP(=O)(c1ccccc1)c1ccccc1 the results were RmlCD inh 1536 8.2 and GlmU inhibition 2.8%.

Continuation.
CCn1c(C)cc(C=C2C(=O)c3ccccc3C2=O)c1C was read as GlmU inhibition -0.9%.
`O=C(NC(=S)N1CCN(c2ccc([N+](=O)[O-])cc2Cl)CC1)c1ccco1` gave RmlCD inh 1536 -9.7 and GlmU inhibition -3.1%.
For COc1ccc(NC(=S)Nc2ccccc2Cl)cn1 the results were RmlCD inh 1536 -4.0 and GlmU inhibition -2.6%.
Screening CCOC(=O)c1nc(NCc2ccccc2)c2ccccc2n1 returned RmlCD inh 1536 13.9 and GlmU inhibition -3.2%.
`Cc1ccc(C(c2nnnn2C2CCCC2)N2CCN(c3nc4ccccc4s3)CC2)cc1` (centres undefined) gave GlmU inhibition 1.7%.
CC(=O)c1cc(C#N)c(N(C)Cc2ccccc2)nc1C was read as RmlCD inh 1536 4.4 and GlmU inhibition 1.9%.
N#C/C(=C\c1cn(Cc2ccccc2F)c2ccccc12)C(=O)NCc1ccco1 was read as GlmU inhibition 0.9%.
CCC(CC)Nc1ccc(C(CC(N)=O)NC(=O)Cc2ccc(Br)cc2)cc1[N+](=O)[O-] (centres undefined) was read as GlmU inhibition 1.3%.
Cc1cc(C)c(C(=O)CN2C(=O)CCC2=O)cc1C was read as GlmU inhibition 1.4%.
For COc1cccc(N(C(=O)Cn2nnc(-c3cccs3)n2)C(C(=O)NC2CCCCC2)c2ccncc2)c1 (centres undefined) the results were RmlCD inh 1536 11.5.
For Cc1cc(NC(=O)CN2CCCCC2C)no1 (centres undefined) the results were RmlCD inh 1536 14.2 and GlmU inhibition -0.6%.
Screening Clc1ccc(-c2nnc(C3CCCCC3)o2)cc1 returned GlmU inhibition 1.5%.
Screening O=C(O)CCCC(=O)Nc1ccc(-n2ccc(C(F)(F)F)n2)cc1 returned RmlCD inh 1536 -9.0 and GlmU inhibition 4.4%.
CCC(C)NC(=O)CCC(=O)NNc1nc2ccccc2c2nc(C)nn12 (centres undefined) was read as RmlCD inh 1536 2.5 and GlmU inhibition 7.1%.
Screening O=C(O)c1cc([N+](=O)[O-])ccc1N1CCC(Cc2ccccc2)CC1 returned RmlCD inh 1536 6.5 and GlmU inhibition 4.6%.

High-throughput results: PubChem BioAssay, several laboratories
